Source: PubChem (National Center for Advancing Translational Sciences (NCATS))
Nrf2 ARE act = qHTS of Nrf2 Activators | AREc32 ARE-luciferase reporter (MCF7-derived line), luminescence, 24 h | AID 624171, 2012 | 0.31% of 410,000 active | Potency, µM (series often up to 46.1 µM), inactives show top-dose activation, hits mostly activators; further: potency means the concentration at half of the fitted maximal effect; % of control where 0% means no effect; nearly all actives have a fitted effect of over 65% in size
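Luciferase luminescence (Steady-Glo, 30 min at room temperature) served as the read-out of ARE activation in AREc32 cells treated with compounds for 24 hr at 37 deg C.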
A549 tox = Nrf2 qHTS screen for inhibitors: counterscreen for cytotoxicity; A549 ARE-Fluc cells, CellTiter-Fluor viability, 18-24 h; Potency, µM (top dose mostly 46 µM), without a hit: top-dose activity change, negative = cytotoxicity, most hits filed as inhibitors; 0.16% of 390,000 active; AID 504648, 2011; further: potency means the concentration at half of the fitted maximal effect; on the % scale 0 is the no-effect control and ±100 the full control effect
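Cytotoxicity counterscreen: CellTiter-Fluor fluorescence was measured in A549 ARE_Fluc cells after 18-24 h of compound exposure in a concentration series. The subsequent BugLite luminescent read reports ARE-luciferase activity.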
Akt phos inh = HTS Assay for Inhibitors of Akt Phophorylation: Primary Screen. Neuro2A IGF-stimulated pAkt S473 HTRF, 20 min; active compounds read low. activity change, % for hits at 50 µM. 0.32% of 360,000 active. AID 651550, 2012; in the data active means activity change below about -80%; inconclusive means mostly about -51% to -80%; further: on the % scale 0 is the no-effect control and ±100 the full control effect
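Single-point screen (50 µM final compound) in Neuro2A cells stimulated 20 min with 6 nM IGF at 37 deg C. After lysis, Ser473-phosphorylated Akt read by HTRF (ex 330 nm, em 615/665 nm) as the 665/615 ratio.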
HepG2 tox = qHTS for Inhibitors of TGF-b: Cytotox Counterscreen; Potency, µM (doses to about 46.1 µM), without a hit: at the top dose activity change, negative = cytotoxicity, hits mostly cytotoxic; AID 588856, 2011; 0.76% of 410,000 active; HepG2 CAGA-GFP viability, ATP luminescence, 18 h; further: potency means the concentration at half of the fitted maximal effect; some results filed as inactive show a strong effect at the top dose
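CellTiter-Glo luminescence gave cytotoxicity after 18 hours at 37 degrees C. The cells were HepG2 CAGA-GFP in 1% FBS DMEM, stimulated with 500 pg/mL TGF-beta after compound addition. %Activity was normalised to no-cell wells (complete cell-killing) and DMSO (no toxicity), and curves were fitted and classified.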
Nrf2 block = Nrf2 qHTS screen for inhibitors; A549 ARE-Fluc reporter, luciferase luminescence, 18-24 h; Potency, µM (doses to about 46 µM), for inactives: at the top dose activity change, negative = inhibition, usual class: inhibitors; 2.1% of 360,000 active; further: potency means the concentration at half of the fitted maximal effect; on the % scale 0 is the no-effect control and ±100 the full control effect; nearly all actives have a fitted effect of over 60% in size
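Nrf2 function is reported as luminescence of an ARE-controlled luciferase in A549 cells. Compounds were tested at several concentrations, and a CellTiter-Fluor read on the same wells flagged cytotoxicity.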
TGFb SMAD3 inh = qHTS for Inhibitors of TGF-b. HepG2 CAGA-GFP TGF-b/SMAD3 reporter, GFP fluorescence, 18 h; TGF-beta stimulated, 500 pg/mL final. Potency, µM (highest dose often 46.1 µM), without a hit: at the highest dose activity, negative = inhibition, usual class: inhibitors. 1.2% of 410,000 active; further: potency means the concentration at half of the fitted maximal effect; on the % scale 0 is the no-effect control and ±100 the full control effect; nearly all actives have a fitted effect of over 65% in size
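GFP signal (ex488/em500-530) from TGF-beta-stimulated HEPG2 CAGA-GFP cells, 500 pg/mL final, 18 h at 37 degrees C in DMEM plus 1% FBS, normalized to unstimulated and DMSO-stimulated controls.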
ATXN viability = Viability Counterscreen for Primary qHTS for Inhibitors of ATXN expression; S2 cells (HEK-293 line with an ATXN2-luciferase reporter) viability, CellTiter-Fluor protease fluorescence, 24 h; Potency, µM (series often up to 56.7 µM), most hits filed as cytotoxic; 0.49% of 400,000 active; AID 651635, 2014; further: potency means the concentration at half of the fitted maximal effect; nearly all actives have a fitted effect of over 40% in size
CCT modulator = High-Throughput Screening for Modulators of Cytosolic Chaperonin Activity; purified chaperonin ATPase assay, HTRF ADP detection, 30 min; activity change, % (test concentration not listed), hits read low; 0.3% of 360,000 active; AID 651819, 2012; in the data active means activity change below about -30%; further: on the % scale 0 is the no-effect control and ±100 the full control effect
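Enzyme 40 or 20 nM (batch-dependent) in Tris pH 7.4/KCl/MgCl2/DTT; cpd 76 uM single point; ATP 10 uM; 30 min 37 °C; Transcreener ADP HTRF detection, 30 min RT; ratio 665/615.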
Mm-Cpn inhibitor = Inhibitors of TCP-1 ring complex (TRiC) of Methanococcus maripaludis (MmCpn): qHTS | purified Mm-Cpn ATPase, ADP Transcreener TR-FRET | Potency, µM (titrated, usually from 76.9 µM), inactives show at the highest dose activity, negative = inhibition, actives largely listed as inhibitors | 0.031% of 330,000 active; further: potency means the concentration at half of the fitted maximal effect; on the % scale 0 is the no-effect control and ±100 the full control effect; nearly all actives have a fitted effect of over 80% in size
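Purified archaeal chaperonin (25 nM final) was preincubated with compound for 10 min at 37°C, then ATP (10 uM final) was added for 30 min at 37°C in Tris pH 7.4/KCl/MgCl2/DTT buffer. ADP was quantified by HTRF Transcreener TR-FRET.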
* marks the source's active call; other numbers are inactive results; i = inactive; ? = inconclusive; / = not tested or not shown; & = joins results of further samples; [ ] = another dose, or the depositor's remark. Unless noted, the call rests on the fitted dose curve; in most records, active means well fitted curve in the direction sought with a large enough effect; inconclusive means small, poorly fitted or top-dose-only effect, or another doubt; inactive means no such curve, though single readings can be large; an effect the other way counts as inactive or inconclusive.

SMILES	Nrf2 ARE act	A549 tox	Akt phos inh	HepG2 tox	Nrf2 block	TGFb SMAD3 inh	ATXN viability	CCT modulator	Mm-Cpn inhibitor
CCOc1ccc(NS(=O)(=O)c2ccc3c(c2)n(C)c(=O)n3C)cc1	8.4%	2%	i	-9%	?	15%	i	-0.2	2%
Cc1ccccc1N1CCN(C(=O)C2CCC(=O)N(C3CCCC3)C2)CC1 (stereo unspecified)	-0.3%	-4%	i	-7%	7%	-7%	i	-0.8	-1%
Cc1cc(C(=O)CSc2ccc(Cl)cc2)cc(C)c1OC(=S)N(C)C	4.6%	-1%	i	-15%	?	2%	i	-1.5	-3%
COc1ccc(OCc2nnc(SCC(=O)Nc3nnc(C4CC4)s3)n2C)cc1	-0.4%	1%	i	-6%	-6%	-3%	i	-1.4	0%
O=C(Nc1cccc(NC(=O)c2ccccc2Cl)c1)c1ccc([N+](=O)[O-])o1	?	-23%	i	-89%	8%	3.5µM*	?	-0.2	-2%
CCc1ccc(OCC(=O)Nc2cc(-c3nc4cc(C)ccc4o3)ccc2C)cc1	0.7%	0%	/	-19%	?	2%	i	/	/
Cc1cc(C)n2nc(SCn3nnc4ccccc4c3=O)nc2n1	0.4%	0%	i	6%	14%	-7%	i	-0.2	0%
CN(C)c1ccc(/C=N/NC(=O)CNC(=O)c2ccc3c(c2)OCCO3)cc1	0.6%	-14%	i	2%	0%	?	i	-20	-1%
Oc1ccc2ccccc2c1CNc1ccc(Br)cc1	?	-1%	i	-57%	-1%	?	i	-3.2	-4%
O=[N+]([O-])c1ccccc1CNc1ccc(F)c(Cl)c1	2.6%	11%	i	-19%	11%	-2%	i	1.6	2%
CS(=O)(=O)N(CC(=O)N1CCCCCC1)c1cccc(F)c1	-0.4%	0%	i	7%	-5%	-4%	i	-1.1	1%
COC(=O)C1=C(C)N(C)C(=O)NC1c1ccc([N+](=O)[O-])o1 (stereo unspecified)	?	-4%	i	-1%	1%	-15%	i	2.2	0%

Sorted by length of the SMILES (low to high): 5 of the compounds above
SMILES	Nrf2 ARE act	A549 tox	Akt phos inh	HepG2 tox	Nrf2 block	TGFb SMAD3 inh	ATXN viability	CCT modulator	Mm-Cpn inhibitor
Cc1cc(C(=O)CSc2ccc(Cl)cc2)cc(C)c1OC(=S)N(C)C	4.6%	-1%	i	-15%	?	2%	i	-1.5	-3%
CCOc1ccc(NS(=O)(=O)c2ccc3c(c2)n(C)c(=O)n3C)cc1	8.4%	2%	i	-9%	?	15%	i	-0.2	2%
COC(=O)C1=C(C)N(C)C(=O)NC1c1ccc([N+](=O)[O-])o1 (stereo unspecified)	?	-4%	i	-1%	1%	-15%	i	2.2	0%
CCc1ccc(OCC(=O)Nc2cc(-c3nc4cc(C)ccc4o3)ccc2C)cc1	0.7%	0%	/	-19%	?	2%	i	/	/
O=C(Nc1cccc(NC(=O)c2ccccc2Cl)c1)c1ccc([N+](=O)[O-])o1	?	-23%	i	-89%	8%	3.5µM*	?	-0.2	-2%

Further records:
SMILES	Nrf2 ARE act	A549 tox	Akt phos inh	HepG2 tox	Nrf2 block	TGFb SMAD3 inh	ATXN viability	CCT modulator	Mm-Cpn inhibitor
CC(=O)Nc1ccc(OC(F)(F)Cl)cc1	-0.3%	-19%	i	-22%	7%	-25%	/	1.0	1%
CC(NC(=O)c1cccc(S(=O)(=O)N(C)C)c1)c1nc2ccccc2[nH]1 (stereo unspecified)	1.5%	2%	i	-60%	2%	-1%	i	-2.3	-4%
CN(C)c1ccc(C(=S)N2CCOCC2)cc1	-0.9%	/	i	-4%	2%	9%	i	-0.1	0%
COc1ccc(OCc2nnc(SCC(=O)NC3CC4CCC3C4)o2)cc1 (stereo unspecified)	-0.3%	2%	i	-1%	8%	-2%	i	-1.6	-2%
C=CCN(CC=C)Cc1c(C)[nH]c2c(C)c(C)ccc2c1=O	0.5%	6%	i	1%	2%	-9%	i	0.5	1%
Cc1cc(C)nc(N/N=C/c2cccc([N+](=O)[O-])c2)n1	7.0%	-1%	i	-1%	-14%	3%	i	-1.4	0%
COc1ccc(-n2c(Cc3cccn3C)nnc2SCC(=O)Nc2cccc(F)c2)cc1	0.0%	-13%	i	-14%	?	-4%	i	0.9	-17%
CCOc1ncccc1C(=O)OCC(=O)NCc1ccc2c(c1)OCO2	2.6%	4%	i	19%	-17%	35%[activator]	i	-4.2	0%
CC1(C)CC(=O)C=C(Nc2ccccc2N)C1	-0.3%	-2%	i	15%	-7%	5%	i	-0.1	3%
CCCCNC(=O)C1(C)CCCCCN1Cc1cc2ccccc2o1 (stereo unspecified)	0.1%	/	i	-60%	/	?	i	1.7	/
CCc1ccc2c(c1)c(=O)c(C(=O)c1ccc(C)cc1)cn2CC(=O)Nc1ccc2c(c1)OCCO2	0.1%	1%	/	-1%	1%	-7%	i	/	/
CC(NC(=O)c1ccco1)C(=O)N1CCCCC1 (stereo unspecified)	-0.4%	0%	i	14%	15%	5%	i	-1.8	-1%
O=C(Oc1ccc(Cl)c2cccnc12)c1cccnc1	?	0%	i	-63%	-2%	10µM*	/	3.0	-1%
CCCc1ccc(OC(=O)c2ccc(O)cc2Cl)cc1	3.5%	-2%	i	-71%	?	?	i	11	0%
N#Cc1cccc(NC(=O)NCCc2c[nH]c3ccccc23)c1	-0.7%	2%	i	-8%	-12%	1%	i	-0.2	0%
CN(NC1OC(=O)c2ccccc21)c1ncc(C(F)(F)F)cc1Cl (stereo unspecified)	1.9%	6%	i	-8%	9%	-18%	i	-16	-2%
CC1(OC(=O)CCc2ccccc2)C(=O)C=C2C=C(c3ccc(C#N)cc3)N(C3CCCCC3)C=C2C1=O (stereo unspecified)	-1.0%	-7%	i	-15%	3%	-14%	i	-0.1	-1%
CCC(C)(C)NC(=O)C(c1ccco1)N(C(=O)c1csnn1)c1cccc(F)c1 (stereo unspecified)	-0.6%	2%	i	8%	-18%	11%	i	0.1	-1%
CCOC(=O)N1CCN(C(=O)c2cn(CC)c3ccc(S(=O)(=O)N4CCOCC4)cc3c2=O)CC1	-0.6%	2%	i	-1%	-9%	5%	i	-1.5	1%
Brc1ccc(-c2noc(COc3ccc4c(c3)CCC4)n2)o1	2.4%	-1%	i	-17%	-11%	-15%	i	1.2	0%
c1ccc(CSc2ncnc3ccccc23)cc1	18%	2%	i	-1%	24%	8%	i	-0.2	?
C[C@H](C(O)c1ccccc1)N(C)C(=O)CN (stereo partly specified)	-0.8%	1%	i	-12%	-1%	-6%	i	-0.1	1%
Cc1ccc(C(=O)N/C(=C\c2ccc(-c3ccccc3[N+](=O)[O-])o2)C(=O)NCCCN(C)C)cc1	5.0%	3%	i	-25%	14%	22%	i	0.3	-1%
CC(=O)Nc1ccc(NC(=O)Cn2c(=O)n(-c3ccc(C)cc3)c(=O)c3oc4ccccc4c32)cc1	2.2%	-12%	i	11%	?	-16%	?	0.0	-1%
COc1ccc(CNc2ncnc(N)n2)cc1	2.0%	-6%	/	2%	0%	1%	i	0.9	-2%
CSc1nc2c(cc1C#N)CCC2	-0.2%	7%	i	-9%	-12%	?	i	1.5	0%
CC(C)c1nc(SCC(=O)Nc2ccc3c(c2)OCCO3)c2c(=O)n(C)c(=O)n(C)c2n1	2.6%	-6%	i	-9%	?	-9%	i	0.8	3%
O=C(Cc1ccccc1Cl)NCCCn1ccnc1	-0.2%	-1%	i	3%	-26%	-4%	i	2.0	1%
CCOC(=O)N1CCN(C(=O)c2cnsn2)CC1	0.5%	1%	i	-1%	2%	4%	i	-0.9	2%
Cc1nn(C(C)C(=O)NCc2ccccc2Cl)c(=O)c2c1sc1ccccc12 (stereo unspecified)	0.2%	3%	i	-17%	-14%	0%	i	1.9	0%
C=CCc1cc(Cl)ccc1OCCNCCN1CCOCC1	0.3%	-1%	i	5%	0%	23%	i	-1.6	-3%
O=C(CN1C(=O)S/C(=C\C=C\c2ccccc2)C1=O)Nc1ccccc1C(=O)O	5.2%	-8%	i	1%	9%	8%	i	-0.9	-1%
CCOC(=O)c1c(-c2cccc3ccccc23)csc1NC(=O)C1C2CCC(O2)C1C(=O)O (stereo unspecified)	-0.1%	-1%	i	14%	2%	0%	i	0.4	0%
CCO[C@@H]1OC(C(=O)N2CCOCC2)=C[C@H](C2CC2)[C@H]1CCCO	0.2%	-6%	i	-17%	1%	-12%	i	0.2	/
C/C(=N/NC(=O)c1cc(C)[nH]n1)c1ccco1	3.9%	-4%	i	-14%	96%	14%	i	-1.4	1%
N#Cc1nc(-c2ccc(OCc3ccccc3)cc2)oc1NCCCN1CCOCC1	2.8%	-6%	i	-32%	-14%	-13%	?	0.8	0%
O=C(NN=C1CCCC1)c1cc(-c2ccc(F)cc2)nc2ccccc12	6.6%	9%	i	-17%	13%	-11%	i	-1.3	-6%
CCOc1cc(-c2noc(CCC(=O)N3CCOCC3)n2)ccc1OC	-0.4%	1%	i	1%	21%	1%	i	-0.3	-1%
COc1ccccc1NC(=O)Cn1c(=O)n(Cc2nc(-c3ccccc3)no2)c(=O)c2ccccc21	-0.8%	8%	/	8%	?	-2%	/	/	/
CCC(=O)c1cn(CC(=O)Nc2cccc(OC)c2)c2ccccc12	-0.5%	0%	i	-22%	0%	-4%	i	-5.9	-20%
O=C(Cn1nc(C(=O)O)c2ccccc2c1=O)NCc1ccco1	19%	-2%	i	-2%	3%	8%	i	-0.3	0%
COc1ccc(N(CC(=O)N2CCN(c3cc(C)ccc3C)CC2)S(=O)(=O)c2c(C)noc2C)cc1	-0.3%&-0.7%	-2%&-3%	i	8%&-14%	?	4%&-6%	i	0.7	4%
COc1ccc(Cl)cc1NC(=O)COC(=O)CCNS(=O)(=O)c1cccs1	2.3%	0%	i	0%	-17%	0%	i	-2.9	0%

Hits appear at their usual frequency; any-hit rate near 4.4%.
